# Source: PubChem
# Neddyl block: blocks human cullin neddylation; TR-FRET cullin neddylation, biochemical; calls only at 25 µM; actives 0.58% (n = 360,000); AID 651699; in the data active = inhibition above about 36%
# TbMetRS inhib: Trypanosoma brucei MetRS inhibition; AID 624268; actives 0.4% (n = 360,000); inhibition, % at 11.9 µM; purified T. brucei MetRS, ATP depletion, Kinase-Glo luminescence;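 active = inhibition above a per-plate cutoff of the control wells' mean inhibition plus 3 SD, cut at about 5.5% in these data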;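 also: 0% = DMSO wells median and 100% = median of wells with control inhibitor compound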
#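 Material: parasite MetRS enzyme / Replication: singlicate, one well per compound / Signal: luminescence of leftover ATP / Schedule: 2 h aminoacylation at 25 °C after 15 min preincubation / Medium: HEPES-MgCl2-KCl buffer plus DTT, spermine, BSA, pyrophosphatase / Doses: 11.9 µM single point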
# FAS-TE inh: blocks the thioesterase domain of human fatty acid synthase | recombinant FAS-TE, OMFH fluorogenic substrate, fluorescence endpoint | inhibition, % at 15 µM | actives 0.67% (n = 360,000) | AID 602261;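 active = compounds whose normalised, plate-corrected inhibition of enzyme fluorescence in the single-dose primary screen is 50% or more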;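 also: 0% = DMSO with enzyme and 100% = substrate without enzyme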
# Rin1-Abl PPI inh: blocks binding of human Rin1 to Abl. TR-FRET Rin1/Abl binding, biochemical. inhibition, % at 7.35 µM. actives 0.4% (n = 360,000); in the data active = inhibition above about 5%, passing the limit was not always enough
# MsrA inhibitor: inhibitors of bovine MsrA. purified bovine MsrA, absorbance read-out. inhibition, % at 15.5 µM. actives 0.75% (n = 360,000). AID 651718; in the data active = inhibition above about 4.5%;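 also: 0% = vehicle wells with enzyme and 100% = reference inhibitor wells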
# MLLE-PAM2 inh: inhibitors of microRNA-mediated deadenylation, human PABP1 MLLE binding. P11940. GST-MLLE / FITC-PAM2 fluorescence polarization. inhibition, % at 20 µM. actives 0.36% (n = 360,000); in the data active = inhibition above about 35%, passing the limit was not always enough;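 also: plate controls were DMSO wells with GST-MLLE for no effect and wells lacking GST-MLLE protein for full effect; some results filed as inactive read as strong as hits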
# CSN deneddyl inh: blocks human CSN-mediated cullin deneddylation; Purified CSN, SCF-Nedd8-OG deneddylation, fluorescence polarization; actives 0.38% (n = 360,000); Q92905; inhibition, % at 12.5 µM;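 active = pattern-corrected inhibition above about 35%, with an unprinted fluorescence ratio check between 0.5 and 1.5, limit read from the data, passing the limit was not always enough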;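 also: 0% = enzyme with substrate and 100% = substrate without enzyme; some results filed as inactive read as strong as hits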
#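 Material: purified human Csn5 enzyme expressed in HEK293T cells / Medium: Tris buffer pH 7.5, NaCl, DTT, Tween-20, trehalose, ovalbumin / Compound dosing: 12.5 µM single point / Schedule: 90 min incubation of compound, enzyme and substrate at room temperature / Signal: fluorescence polarization of the substrate / Control set: no-enzyme wells high, enzyme-with-substrate wells low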
# bovine MsrA act: activators of bovine methionine sulfoxide reductase A; purified bovine MsrA, absorbance read-out; activation, % at 10.6 µM; actives 0.3% (n = 360,000); AID 602163; in the data active = activation above about 7.5%;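 also: 0% = vehicle and 100% = reference activator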
# eLon inh: E. coli protease La inhibition; P0A9M0; purified E. coli Lon protease, fluorescence polarization; inhibition, % at 7.94 µM; actives 0.42% (n = 360,000); AID 602123; in the data active = inhibition above about 13%, passing the limit was not always enough;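 also: 0% = enzyme with probe and DMSO and 100% = no enzyme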
# * marks the source's active call; other numbers are inactive results; i = inactive; nt = no result given.
SMILES,Neddyl block,TbMetRS inhib,FAS-TE inh,Rin1-Abl PPI inh,MsrA inhibitor,MLLE-PAM2 inh,CSN deneddyl inh,bovine MsrA act,eLon inh
Cc1onc(-c2c(Cl)cccc2Cl)c1C(=O)N1CCSCC1,i,-0.5,-7,-3,-0.6,5,0,-3,3
CC1CCN(c2nc(CN3CCCCC3)nc3scc(-c4ccccc4)c23)CC1,i,-0.1,10,-1,-2.3,-21,1,-2,-6
COc1cc(C(F)(F)F)c(C(=O)NCc2cccc(Cl)c2)cn1,i,0.1,9,2,0.7,5,-2,-1,7
CCOCCCNC(=O)C(NC(=O)c1ccc(NC(C)=O)cc1)c1ccc(C)cc1 (stereo not drawn),i,0.6,-13,1,-0.3,-12,0,6,24
COc1ccc(CNC(=O)N2[C@H]3CC[C@@H]2C=C(c2ccc(F)cc2OCc2ccccc2)C3)cc1OC,i,-0.7,18,0,1.8,-6,-2,3,-15
Cc1cc(C)n2nc(Sc3ncccc3[N+](=O)[O-])nc2n1,i,0.2,-2,-1,-1.0,4,-1,2,-1
CC(C)(C)c1ccc(C(=O)N2CCC2(C)C(=O)NS(=O)(=O)c2ccccc2Cl)cc1 (stereo not drawn),i,0.6,-8,-3,-0.5,-6,1,0,-7
CCOc1ccc(NC(=O)Nc2cccnc2)cc1,i,-1.6,-7,4,0.7,0,3,-3,-5
COc1ccc(CCNC(=O)Cn2c([N+](=O)[O-])cnc2C)cc1OC,i,-0.3,-7,1,2.5,-8,3,-2,-4
CCOc1ccc(CN2CCN(Cc3c(C)nn(CC)c3C)CC2CCO)cc1 (stereo not drawn),i,-0.4,-5,1,-0.1,5,0,1,-11
O=C(CC(CC(=O)c1ccccc1)c1ccccn1)c1ccccc1,i,-0.8,4,0,0.0,6,5,-12,-10
COc1ccc(CNC(=O)CCS(=O)(=O)c2ccc(Br)cc2)cc1,i,0.0,-3,-1,0.5,22,-3,0,0
Cc1ccc(SCC(=O)Nc2nncs2)cc1,i,-1.1,-6,2,3.1,-5,-3,-8,7
O=C1C(c2ccc(F)cc2)N(CC2COc3ccccc3O2)C(=O)CN1C1CCCCC1 (stereo not drawn),i,0.0,20,1,0.9,-8,1,-4,-3
Cc1ccc2c(Cl)c(C(=O)N/N=C/c3cccn3C)sc2c1,i,0.2,-15,-2,0.1,-10,-16,-4,3
O=C(CCNS(=O)(=O)c1cccc2nsnc12)NCc1cccs1,i,0.1,-8,-5,-0.1,-6,2,-2,0
CC/C(C)=N/Oc1nc(C)cc(C)n1,i,0.3,-7,-1,-0.1,-1,-1,-4,12
CC(=O)Oc1ccc2c3c(c(=O)oc2c1)CCCC3,nt,-0.2,5,-4,-0.2,-5,0,-4,1
COc1ccccc1OCC(=O)N1CCN(S(=O)(=O)c2ccc(Cl)cc2)CC1,i,-0.4,0,0,1.0,-56,-3,-1,2
COc1cc(C(=O)NCC(C)C)c([N+](=O)[O-])cc1OC,i,0.5,-8,-2,2.6,18,0,-4,-2
CCOC(=O)CC(NC(=O)c1cccc2c1C(=O)N(Cc1cccnc1)C2)c1ccc(OCC)c(OC)c1 (stereo not drawn),i,-0.7,-6,-1,-1.1,9,-6,8.6*,-10
CN(Cc1ccccc1F)C(=O)c1cccc(NC(=O)CC2SC(N3CCCCC3)=NC2=O)c1 (stereo not drawn),i,-0.5,-7,6,0.8,-6,0,-6,-5
CCN1CCN(CC(=O)Nc2cc(S(=O)(=O)N(CC)c3ccccc3)ccc2Cl)CC1,i,-0.2,-32,4,1.5,8,-1,-5,1
CC(C)NC(=O)C1(C)CCCCN1Cc1ccc(OCc2ccccc2)cc1 (stereo not drawn),i,0.0,12,-3,0.4,-9,0,-2,1
COC(=O)[C@H]1C[C@H](OC(=O)NCc2ccco2)[C@@]2(O)CN(S(=O)(=O)c3ccc(C)cc3)CC2[C@H]1C(=O)OC (stereo partly drawn),i,-1.2,-5,-1,-0.1,-20,4,-1,-6
# Following part.
SMILES,Neddyl block,TbMetRS inhib,FAS-TE inh,Rin1-Abl PPI inh,MsrA inhibitor,MLLE-PAM2 inh,CSN deneddyl inh,bovine MsrA act,eLon inh
CCCC1(CCC)NC(=O)N(CC(=O)c2cc(C)n(-c3ccc4c(c3)OCO4)c2C)C1=O,i,-0.1,-7,4,0.8,12,5,3,0
Cc1nc2sc(C(c3ccc(Cl)cc3)N3CCN(C(=O)c4ccco4)CC3)c(O)n2n1 (stereo not drawn),i,-0.3,-8,-4,-1.2,-6,3,-4,-8
Cc1ccc2c(c1)nnn2C1CCN(CC(=O)NCc2ccccc2F)CC1,i,-0.4,-6,2,1.4,4,5,-2,-2
CCCNC(=O)c1cccc(Cn2nc(C)c(Br)c2C)c1,i,0.0,-1,1,0.9,14,1,-2,5
CC(SCc1ccccc1)C(=O)N/N=C/c1ccc2c(c1)OCO2 (stereo not drawn),i,-0.5,-3,-1,2.6,12,1,-5,-18
COc1cccc2sc3ccc(C#CC4(N)CCCCC4)cc3c(=O)c12,i,-0.6,8,-8,-0.6,0,1,2,15
C(=C/c1ccnc2nc(SC/C=C/c3ccccc3)nn12)/c1ccccc1,i,-1.9,20,-1,0.0,7,9,-12,4
COC(=O)C(=O)Nc1nnc(COc2ccccc2)s1,i,-1.5,-10,-1,0.3,4,1,-10,-6
N#C/C(=N\Nc1cccc(C(F)(F)F)c1)C(=O)c1ccsc1,i,-0.5,12,-4,1.1,-5,2,-2,-2
CCOc1ccccc1/C=N/NC(=O)c1c(C)nc2ccc(Br)cn12,i,0.0,7,1,-0.4,-8,-3,-1,4
CC(C)c1ccc(C(CC(=O)O)NC(=O)c2cccs2)cc1 (stereo not drawn),i,1.6,0,1,0.6,-8,-3,-2,1
Cc1ccc(C(=O)O)cc1S(=O)(=O)N1CCCC1,i,-0.2,-9,5,0.7,7,-1,-2,4
COc1cc2c(cc1OC)C(c1ccc(Cl)cc1)CC(=O)N2 (stereo not drawn),i,-0.9,4,2,0.7,-15,-1,0,-4
CN(C)C(CNC(=O)CCC(=O)c1ccc(Br)cc1)c1ccccc1 (stereo not drawn),i,-0.1,-3,0,0.2,-8,3,0,-4
O=C(CCC(=O)N1CCN(Cc2ccc(F)cc2)CC1)Nc1nnc(C(F)(F)F)s1,i,-0.1,0,-2,1.1,-10,2,-9,0
COc1ccc(C(C)C)cc1S(=O)(=O)n1ccnc1C,i,0.2,-6,0,1.6,-4,-9,-2,-8
CCOc1cc(/C=N/n2cnnc2)c(Br)cc1O,i,-0.1,-7,-2,3.2,-8,2,-2,-2
COc1ccc(OC)c(S(=O)(=O)Nc2cc3c4c(c2)CC(=O)N4CCC3)c1,i,-0.1,-5,1,0.9,1,-2,-2,-2
COc1ccc(NC(=O)c2cccc3c2C(=O)c2ccc(-c4cnc(OC)nc4)cc2S3(=O)=O)cc1,i,-0.5,-15,2,0.7,-7,-2,-10,0
C[C@@H]1CN([C@@H](C)CO)C(=O)c2cc(N(C)C)ccc2O[C@@H](C)CCCCO[C@@H]1CN(C)S(=O)(=O)c1cccs1,i,0.3,-6,-2,-0.3,3,0,-2,-1
COc1ccc(/C=N/N(C)C2=NCCN2)c(OC)c1OC,i,-1.1,-6,2,0.9,10,3,-4,-9
CN1C(=O)/C(=C/c2ccco2)SC1=Nc1ccc(N2CCOCC2)cc1,i,-0.7,6,-1,-0.7,1,-8,-5,-1
CSCCC(NC(N)=O)C(=O)NCc1cccc(Cl)c1 (stereo not drawn),i,0.1,-5,0,-0.2,6,2,-3,6
O=C(O)CCCCCn1c(SCc2cc(=O)n3cc(Cl)ccc3n2)nc2ccsc2c1=O,i,-0.5,-3,3,1.2,8,-3,-5,-9
COC(=O)c1ccc2c(c1)N(C)CCS2,nt,-0.9,0,-4,0.4,13,-7,0,-1

# 3 entries from above, as tab-separated lines.
Molecule	Neddyl block	TbMetRS inhib	FAS-TE inh	Rin1-Abl PPI inh	MsrA inhibitor	MLLE-PAM2 inh	CSN deneddyl inh	bovine MsrA act	eLon inh
COc1ccc(/C=N/N(C)C2=NCCN2)c(OC)c1OC	i	-1.1	-6	2	0.9	10	3	-4	-9
CN1C(=O)/C(=C/c2ccco2)SC1=Nc1ccc(N2CCOCC2)cc1	i	-0.7	6	-1	-0.7	1	-8	-5	-1
CSCCC(NC(N)=O)C(=O)NCc1cccc(Cl)c1 (stereo not drawn)	i	0.1	-5	0	-0.2	6	2	-3	6

# Going on with the list:
SMILES,Neddyl block,TbMetRS inhib,FAS-TE inh,Rin1-Abl PPI inh,MsrA inhibitor,MLLE-PAM2 inh,CSN deneddyl inh,bovine MsrA act,eLon inh
CC1CCN(S(=O)(=O)c2ccc3c(c2)N(CC(=O)NCCCN2CCCCC2)C(=O)CS3)CC1,i,-0.5,-3,0,1.1,-7,1,-1,14
O=S1(=O)CCC(NC(=S)Nc2ccccc2)C1 (stereo not drawn),i,-0.7,-2,-3,0.5,-7,3,-9,11
CCn1ncc(C2=NOC(C(=O)NCc3ccc(Cl)cc3)C2)c1C (stereo not drawn),i,-0.6,-8,1,-0.9,-1,-2,-2,2
CSc1c(CC(=O)NCCCO)n(Cc2ccccc2)c2ccccc12,i,-0.4,-1,2,-0.3,1,-1,-2,-6
C[C@H](CO)N1C[C@H](C)[C@@H](CN(C)S(=O)(=O)c2ccccc2)Oc2ccc(NC(=O)CCC(F)(F)F)cc2C1=O,i,-0.2,-10,4,0.5,14,0,-1,4
O=C(CN1C(=O)S/C(=C/c2cccnc2)C1=O)N1CCOCC1,i,-0.7,-12,0,3.6,26,0,-9,6
C(/C=C/c1ccco1)=N/N1CCN(c2ccccc2)CC1,i,-0.5,4,0,4.5,10,-2,-1,-3
Cc1nnc(NC(=O)CC(NC(=O)C(F)(F)F)c2ccccc2)s1 (stereo not drawn),i,-0.6,-6,-7,1.6,4,3,-2,-4
COc1ccc(C2N(C(=O)N3CCOCC3)CCN2S(=O)(=O)c2ccc(C)cc2)cc1 (stereo not drawn),i,0.3,-4,-3,-1.2,4,0,-1,-5
C[C@H](CO)N1C[C@H](C)[C@@H](CN(C)C(=O)Oc2ccccc2)OCc2cn(nn2)CCCC1=O,i,-1.1,-9,4,0.2,-6,-5,-7,-12
Cc1cc(C(=O)Nc2c(C)nn(Cc3c(Cl)cccc3Cl)c2C)no1,i,-1.0,0,4,-0.4,6,4,-4,-10
O=C(NCc1ccccc1)C1c2ccccc2OCC(=O)N1C1CC1 (stereo not drawn),i,-0.2,-11,nt,-0.8,nt,-6,8.2*,-5
Cc1n[nH]c(=S)n1/N=C/c1ccc(-c2ccccc2[N+](=O)[O-])o1,i,-1.5,-3,-3,2.6,-6,-6,-4,-13
Cc1ccc(C)c(NC(=O)C2C(c3ccccc3)C2(Cl)Cl)c1 (stereo not drawn),i,-1.0,24,-3,-1.4,5,1,-3,-6
Cc1ccc(Nc2ncccc2C(=O)O)cc1C,i,0.2,-3,1,-0.5,-19,2,0,2
Nc1ccc(S(=O)(=O)Nc2nccc(/C=C/c3ccc([N+](=O)[O-])cc3)n2)cc1,i,0.1,-1,1,0.8,11,1,-1,-4
CN1CCN(C(c2ccccc2)c2ccc(Cl)cc2)CC1 (stereo not drawn),i,-1.5,1,1,-0.4,0,2,-3,-3
O=C(Nc1c(C(=O)Nc2ccccc2)cnn1-c1ccccc1)c1ccco1,i,-0.7,-6,-2,-0.5,-5,1,-3,2
